From PubChem
MmCpn inh: Inhibitors of TCP-1 ring complex (TRiC) of Methanococcus maripaludis (MmCpn): qHTS; AID 504842, 2011; Potency, µM (doses to about 76.9 µM), inactives show top-dose activity, negative = inhibition, actives largely listed as inhibitors; 0.031% of 330,000 active; purified Mm-Cpn ATPase, ADP Transcreener TR-FRET; note: potency is the fitted concentration of half-maximal effect; % is set by controls: 0 for no effect and ±100 for the full control effect; nearly all actives have a fitted effect of over 80% in size
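Compound-treated chaperonin, 25 nM final, turns over 10 uM ATP at 37°C for 30 min following a 10 min preincubation; ADP generated competes with ADP-d2 for Eu-cryptate antibody, lowering FRET.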
pAkt inh: HTS Assay for Inhibitors of Akt Phophorylation: Primary Screen | Neuro2A IGF-stimulated pAkt S473 HTRF, 20 min; active compounds read low | activity change, % for hits at 50 µM | 0.32% of 360,000 active; in the data active = activity change below about -80%; inconclusive = mostly about -51% to -80%; note: % is set by controls: 0 for no effect and ±100 for the full control effect
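Neuro2A cells (4,500/well, DMEM with 0.5% FBS) were treated with compound at a single 50 µM final concentration, stimulated with 6 nM IGF for 20 min at 37 °C, and lysed. Phospho-Akt Ser473 was read by HTRF as 665/615 ratio ×10^4.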
TDP43 rescue: qHTS of TDP-43 Inhibitors; TDP-43 expressing yeast growth rescue, BacTiter-Glo, 24 h; Potency, µM (highest dose often 46.1 µM), for inactives: top-dose growth rescue (activation), most hits filed as activators; 1.8% of 410,000 active; AID 652104, 2013; note: potency is the fitted concentration of half-maximal effect; % of control where 0% means no effect; nearly all actives have a fitted effect of over 50% in size
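Galactose-induced TDP-43 yeast, OD600=0.02, compound pinned; 24 hr, 30 deg C; BacTiter-Glo luminescence for growth. Inhibitors of TDP-43 toxicity read as activators.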
FUS yeast rescue: qHTS for Suppressors of FUS Proteinopathy: Primary screen using FUS-linked yeast assay; S. cerevisiae FUS-expressing, growth rescue, OD600, 24 h; Potency, µM (top dose mostly 76.6 µM), for the others: at the top dose growth rescue (activation), actives largely listed as activators; 0.24% of 390,000 active;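 note: potency is the fitted concentration of half-maximal effect; plate controls were DMSO vehicle for no effect and reference control for full effect; nearly all actives have a fitted effect of over 55% in size; some results filed as inactive show a strong effect at the top dose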
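Toxicity suppression screen in FUS-yeast. Cells induced with 2% galactose, starting OD 0.005, treated 24hr at 30C with compounds at multiple final concentrations; growth by OD600.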
GLP1R cytotox: qHTS of GLP-1 Receptor Inverse Agonists: Cytotox Screen | 0.13% of 410,000 active | HEK293 cAMP-luciferase reporter cells, luminescence, 24 h | AID 624418, 2012 | Potency, µM (highest dose often 38.3 µM), inactives show at the top dose activity change, negative = inhibition, hits mostly inhibitors;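 note: loss of luciferase light is scored as toxicity; potency is the fitted concentration of half-maximal effect; % is set by controls: 0 for no effect and ±100 for the full control effect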
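Quantitative HTS format, 1536 wells, 200 cells/uL seeded. Compounds: 23 nL, 24 h, 37 °C. Detection: luciferase reagent, luminescence at 12 min RT; decreased signal taken as cytotoxic.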
aSyn rescue: qHTS of alpha-syn Inhibitors; AID 652106, 2013; Yeast expressing alpha-synuclein, growth rescue, BacTiter-Glo, 24 h; 0.14% of 370,000 active; Potency, µM (titrated, usually from 46.1 µM), for the others: top-dose growth rescue (activation), most hits filed as activators; note: potency is the fitted concentration of half-maximal effect; % of control where 0% means no effect; nearly all actives have a fitted effect of over 65% in size
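Galactose-induced alpha-syn yeast (OD600=0.02, raffinose-pregrown) + pinned cpd, 24 hr, 30 deg C; growth by BacTiter-Glo luminescence. Growth restoration scores as activation.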
GLP-1R inv ag: qHTS of GLP-1 Receptor Inverse Agonists (Inhibition Mode) | Glucagon-like peptide 1 receptor (Homo sapiens), P43220 | HEK293 GLP-1R CRE-luciferase, luminescence, 24 h; GLP-1R form is constitutively active | Potency, µM (doses to about 38.3 µM), for inactives: at the top dose activity change, negative = inhibition, actives largely listed as inhibitors | 1.6% of 410,000 active | AID 624417, 2012; note: potency is the fitted concentration of half-maximal effect; % is set by controls: 0 for no effect and ±100 for the full control effect; nearly all actives have a fitted effect of over 55% in size
Target sequence (P43220 whole entry, looked up): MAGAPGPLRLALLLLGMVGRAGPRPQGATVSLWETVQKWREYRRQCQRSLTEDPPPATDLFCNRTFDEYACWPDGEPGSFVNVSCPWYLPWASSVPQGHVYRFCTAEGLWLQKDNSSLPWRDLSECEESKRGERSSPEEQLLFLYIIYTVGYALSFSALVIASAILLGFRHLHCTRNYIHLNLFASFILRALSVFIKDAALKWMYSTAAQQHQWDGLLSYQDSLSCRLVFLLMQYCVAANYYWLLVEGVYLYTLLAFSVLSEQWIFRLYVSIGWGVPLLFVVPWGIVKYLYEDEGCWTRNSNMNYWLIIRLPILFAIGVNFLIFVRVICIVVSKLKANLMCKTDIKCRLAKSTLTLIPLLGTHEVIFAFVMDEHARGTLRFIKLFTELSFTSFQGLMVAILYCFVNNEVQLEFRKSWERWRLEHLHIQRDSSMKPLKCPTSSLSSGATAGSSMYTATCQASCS
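Readout was luciferase luminescence, measured 12 min after detection reagent at room temperature. Beforehand, GLP-1R reporter HEK293 cells had sat 12 h, then received compounds for 24 hr at 37 deg C.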
Abeta yeast res: qHTS for compounds that reverse cellular toxicity of Amyloid beta (A-beta) peptide in yeast: Primary Screen | yeast expressing A-beta42, growth rescue, OD600, 48 h; response scale: 0% DMSO, 100% iron-clioquinol control | Potency, µM (highest dose often 46.1 µM), without a hit: top-dose growth rescue, actives largely listed as activators | 0.063% of 410,000 active | AID 1347071, 2019; note: potency is the fitted concentration of half-maximal effect; nearly all actives have a fitted effect of over 55% in size
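Yeast growth medium received pinned compounds, then yeast cells expressing toxic A-beta were added; plates incubated at 30 C for 48 hr. Growth read as absorbance at 600 nm, normalized to DMSO and equimolar FeCl3 plus clioquinol controls.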
PTHR1 agonist: qHTS for PTHR1 Agonists: Primary Screen | HEK293 GP2 PTHR1 cells, GloSensor cAMP luminescence, 1 h | Potency, µM (top dose mostly 115 µM), without a hit: at the top dose activation, usual class: activators | 0.075% of 410,000 active; note: potency is the fitted concentration of half-maximal effect; nearly all actives have a fitted effect of over 55% in size; some results filed as inactive show a strong effect at the top dose; inactives centre near -15; many of its hits are not listed in these tables
Target sequence (Q03431 whole entry, looked up): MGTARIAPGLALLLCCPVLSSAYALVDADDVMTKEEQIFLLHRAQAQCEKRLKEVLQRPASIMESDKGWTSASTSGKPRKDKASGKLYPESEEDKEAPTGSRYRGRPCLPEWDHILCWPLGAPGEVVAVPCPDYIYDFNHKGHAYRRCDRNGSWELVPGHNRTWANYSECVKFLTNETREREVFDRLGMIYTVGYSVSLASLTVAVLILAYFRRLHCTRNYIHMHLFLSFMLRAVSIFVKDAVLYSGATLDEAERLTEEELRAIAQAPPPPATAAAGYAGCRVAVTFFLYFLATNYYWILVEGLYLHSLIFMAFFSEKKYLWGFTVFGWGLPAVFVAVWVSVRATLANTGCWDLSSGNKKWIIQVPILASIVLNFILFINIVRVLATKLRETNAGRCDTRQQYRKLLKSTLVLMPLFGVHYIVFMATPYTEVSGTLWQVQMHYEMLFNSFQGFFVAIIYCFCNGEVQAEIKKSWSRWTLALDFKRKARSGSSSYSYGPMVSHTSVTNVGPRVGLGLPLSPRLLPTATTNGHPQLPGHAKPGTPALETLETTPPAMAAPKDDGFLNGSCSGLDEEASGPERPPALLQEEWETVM
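HEK-293-derived GP2 cells expressing PTHR1 and a GloSensor cAMP reporter, 3,000/well, plated overnight, given luciferin plus IBMX (each 0.5 mM as added) for 1 h at 37 °C, then compound for 1 h at 37 °C. Luminescence was read after 15 min at room temperature.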
An asterisk follows results filed as active; i = inactive; ? = inconclusive; · = no result given; [ ] = dose if it differs, or a comment. Unless noted, calls come from the whole dose curve; as a rule, active = well fitted curve in the direction sought with a large enough effect; inconclusive = small, poorly fitted or top-dose-only effect, or another doubt; inactive = no such curve, though single readings can be large; an effect the other way counts as inactive or inconclusive.

SMILES	MmCpn inh	pAkt inh	TDP43 rescue	FUS yeast rescue	GLP1R cytotox	aSyn rescue	GLP-1R inv ag	Abeta yeast res	PTHR1 agonist
Cc1c(C(=O)O)sc2nc(CSc3nnc(-c4ccc(F)cc4)n3C)[nH]c(=O)c12	5%	i	0%	37%	11%[0.307 µM]	-1%	6%[0.307 µM]	5%	i
COc1ccc(OCC(O)CN2CCCC2)cc1 (stereo not given)	0%	i	-18%	-21%	4%	-7%	-16%	-5%	-5%
Cc1ccc([N+](=O)[O-])cc1NC(=S)NC(=O)CC(C)(C)C	1%	i	?	21%	7%	-1%	?	4%	-14%
CC(=O)Nc1ccc(NC(=O)C2CCN(c3c(Cc4ccccc4)c(C)nc4ncnn34)CC2)cc1	·	i	11%	-4%	?	2%	-5%	10%	-3%[57.5 µM]
O=C(Cc1ccc(Cl)cc1)Nc1cccc(S(=O)(=O)Nc2ccccc2F)c1	1%	i	-3%	·	-3%	-1%	?	6%	i
COCCNC(=S)N/N=C1\CC(C)CC(C)(C)C1 (stereo not given)	3%	i	13%	5%	14%[7.66 µM]	-6%	-27%[7.66 µM]	20%	i
CCCCCCCCCC(=O)N[C@@H]1c2cc(OC)c(OC)cc2C[C@H]1O	-3%	i	20%	25%	-8%	4%	?	2%	-9%
CN1C(=O)C(C)(C)c2cc(S(=O)(=O)NCCc3ccc(Cl)cc3)ccc21	1%	i	13%	10%	-3%	2%	9%	4%	-46%[inhibitor]
COC(=O)c1cccc(/C=N/NC(N)=S)c1O	1%	i	18%	-13%	65%[activator]	-3%	?	23%	i
CCC(=O)N1CCc2cc(S(=O)(=O)NCCC(=O)NC3CCCCCC3)ccc21	1%	i	-6%	8%	2%	-4%	11%	8%	i
COC(=O)c1cc(=O)n(Cc2ccco2)c(=Nc2ccc(F)c(Cl)c2)s1	0%	i	13%	12%	-15%	11%	2.8µM*	6%	-36%[inhibitor]
CCOC(=O)c1nn(-c2ccc(Cl)cc2)cc1O	2%	i	11%	-15%	-7%	-11%	12%	-3%	-18%
COc1ccccc1C(=O)N/C(=C\c1cn(S(=O)(=O)N(C)C)c2ccccc12)C(=O)NCCCN1CCOCC1	0%	i	9%	0%	-2%	0%	-23%	12%	i
COCCN(C(=O)CCc1ccc(OC)cc1)c1nnc(-c2ccncc2)s1	2%	i	17%[9.22 µM]	34%	5%	1%	-7%	3%	-2%
CC(NC(=O)c1ccc(C(C)(C)C)cc1)C(=O)O (stereo not given)	-1%	i	-12%	9%	-10%	-2%	-10%	7%	i
O=S(=O)(NC(=S)NC1CCCCC1)c1cccs1	-8%	i	?	6%	12%	8%	1%	0%	-1%
COc1ccc(/C=N/NC(=S)SC)cc1OC	-1%	i	35µM*	22%	?	-18%	?	?	-19%
Cc1ccc(-n2c(=O)c3c(c4cc(C)ccc4n3C)n(CC(=O)NCc3ccccc3Cl)c2=O)cc1	·	·	19%	-7%	-4%	·	8%	-3%	-32%[inhibitor]
CCn1nc(C)c2c(-c3ccccc3)cc(=O)n(C(C)C(=O)NCc3ccc(C)cc3)c21 (stereo not given)	·	·	5%	?	8%	·	?	-22%	-19%
COc1ccc(OC)c(S(=O)(=O)Nc2ccccc2C)c1	-1%	i	7%	-10%	-31%	1%	-9%	7%	-11%[57.5 µM]
O=C(COC(=O)c1ccc(F)c(S(=O)(=O)N2CCCCC2)c1)NCc1ccc(F)cc1	0%	i	-7%	22%	-12%	9%	?	4%	i
CCN(C[C@H]1N[C@@](C)(C(=O)OC)[C@H]2C(=O)N(Cc3ccccc3)C(=O)[C@@H]12)C(=O)c1ccc(C)cc1	1%	i	11%	-4%	1%	4%	1%	1%	-15%
CN(C)/C(=N\O)c1c(Cl)cccc1Cl	-2%	i	-25%	-11%	-9%	-4%	3%	-1%	-5%
Cc1ccccc1Cn1ccc(NC(=O)CCSc2nc(-c3ccco3)cc(C(F)(F)F)n2)n1	-4%	i	18%	9%	12%	9%	?	27%[9.22 µM]	-30%[inhibitor]
S=C(NCCc1ccccc1)N/N=C/c1c(Cl)cccc1Cl	1%	i	?	-9%	?	-13%	?	10%	-4%

Three compounds already listed, ordered by their value in aSyn rescue, rising.
compound,aSyn rescue
CCOC(=O)c1nn(-c2ccc(Cl)cc2)cc1O,-11%
COc1ccc(OCC(O)CN2CCCC2)cc1 (stereo not given),-7%
Cc1ccccc1Cn1ccc(NC(=O)CCSc2nc(-c3ccco3)cc(C(F)(F)F)n2)n1,9%

Going on with the list:
SMILES	MmCpn inh	pAkt inh	TDP43 rescue	FUS yeast rescue	GLP1R cytotox	aSyn rescue	GLP-1R inv ag	Abeta yeast res	PTHR1 agonist
CCOC(=O)c1sc(=S)n(-c2cccc(OC)c2)c1N	-1%	i	-9%	5%	2%	-22%	-4%	-37%[inhibitor]	i
COc1ccc(NC(=O)COC(=O)C2CCC(C(C)(C)C)CC2)c([N+](=O)[O-])c1 (stereo not given)	0%	i	-15%	18%	1%	14%	11%	-2%	-19%
O=C(CSCc1ccc(Br)cc1)NC1CC1	-1%	i	·	10%	3%	-1%	-19%	9%	i
Cc1c(NC(=O)CN2C(=O)NC3(CCCCC3C)C2=O)cccc1[N+](=O)[O-] (stereo not given)	-2%	i	8%	0%	2%	-4%	4%	-7%	-8%
COCCOC(=O)C1=C(C)N(Cc2ccccc2)C(=O)NC1c1ccc(OC)cc1 (stereo not given)	-1%	i	12%	5%	1%	6%	?	-6%	-13%
O=C(CN(c1ccc(Br)cc1)S(=O)(=O)c1ccc(Cl)c([N+](=O)[O-])c1)NCCc1ccccc1	3%	i	-11%	0%	15%	5%	10%	6%	-7%
CCn1ccc2cc(OC)ccc2c1=S	-1%	i	?	7%	-27%	-1%	48%[activator]	14%	-11%
O=c1oc2ccc(C#CC3(O)CCCCC3)cc2cc1-n1cc(-c2ccccn2)nn1	4%	i	7%	-11%	35%[activator]	0%	5%	-12%	i
O=C(CN1CCN(S(=O)(=O)c2ccc3c(c2)OCCO3)CC1)Nc1cccc(F)c1	1%	i	-11%	6%	-8%	5%	-28%	2%	-12%
CCc1ccc(CCC(=O)Nc2ccc(C)c(C)c2)o1	4%	i	-1%	19%	-2%	2%	-30%	4%	0%
COc1cccc(CNC(=O)Cc2ccc(NC(=O)N3CCCCc4ccccc43)cc2)c1OC	·	·	11%	?	9%	·	?	-3%	i
CC(C)NC(=O)c1ccc(CSCc2ccccc2Cl)o1	1%	i	18%	10%	-20%	9%	8.9µM*	5%	-18%
COc1ccccc1-c1ccc(/C=N/O)o1	-1%	i	?	1%	-6%	20%	3%	-15%	-2%
COc1ccccc1NC(=O)c1cnc(Nc2ccccc2OC)c2ccccc12	-6%	i	-16%	·	84%[activator]	2%	?	8%	i
O=C1C2C(c3ccccc3)C=CC(c3ccccc3)C2C(=O)N1CCCO (stereo not given)	-1%	-102%*	5%	37%	8%	13%	?	20%	?
CCCCCCCCN1C(=O)[C@H](CC(=O)N2CCN(C(=O)C3CC3)CC2)C[C@@]2(C(=O)OC)CCCCC=C12	·	i	?	?	-5%	2%	?	10%	-7%
CC1CCCCN1C(=S)NC(=O)c1ccccc1 (stereo not given)	1%	i	6%	·	11µM*	-3%	?	-11%	5%
O=C(O)CC(c1ccccc1)n1cnnn1 (stereo not given)	-1%	i	3%	6%	7%	1%	3%	9%	i
C=CCC1(C#N)C(=S)NC(C)=C(C(=O)OCC)C1c1ccccc1 (stereo not given)	-4%	i	-1%	22%	-18%	-5%	?	-18%	i
CCOC(=O)c1nc(Nc2ccc(C(=O)OC(C)C)cc2)c2ccccc2n1	·	·	19%	5%	-11%	·	-6%	-8%	-22%
COc1ccccc1CNC(=O)C(NC(=O)c1ccc(C)cc1)C(C)C (stereo not given)	0%	i	20%	-22%	8%	?	1%	7%	i
COc1cc(NC(=O)Cn2nnnc2-c2ccccc2F)cc(OC)c1OC	·	·	12%	9%	-4%	·	13%	-9%	3%
Cc1cc(NC(=O)CO/N=C/c2ccc3c(c2)OCO3)ccc1Br	0%	i	11%	-19%	-16%	?	-8%	-5%	-15%
CC(=O)Nc1ccc(S(=O)(=O)N2CCC3(CC2)OCCO3)cc1	-6%	i	7%	2%	-9%	-2%	8%	8%	-1%
COc1cccc(NC(=S)N2CCC(NC(=O)C3CCCCC3)CC2)c1	-7%	i	4%	6%	1%	-10%	7%	-6%	i
Cc1ccc(NC(=O)COc2ccc(/C=C3/NC(=O)NC3=O)cc2)cc1	?	i	-3%	18%	-7%	-5%	6%	3%	i
Oc1ccccc1-c1cc(C(F)(F)C(F)F)[nH]n1	0%	i	21%	-2%	2%	-16%	-3%	-2%	?
CCOc1ccccc1NC(=O)c1ccc(S(=O)(=O)N2CCOCC2)cc1	-1%	i	13%	-6%	-4%	-10%	-2%	-3%	-17%[57.5 µM]

Sorted by heavy-atom count (smallest number first): 3 of the compounds above.
SMILES	MmCpn inh	pAkt inh	TDP43 rescue	FUS yeast rescue	GLP1R cytotox	aSyn rescue	GLP-1R inv ag	Abeta yeast res	PTHR1 agonist
CCn1ccc2cc(OC)ccc2c1=S	-1%	i	?	7%	-27%	-1%	48%[activator]	14%	-11%
Oc1ccccc1-c1cc(C(F)(F)C(F)F)[nH]n1	0%	i	21%	-2%	2%	-16%	-3%	-2%	?
COCCOC(=O)C1=C(C)N(Cc2ccccc2)C(=O)NC1c1ccc(OC)cc1 (stereo not given)	-1%	i	12%	5%	1%	6%	?	-6%	-13%

These rows are one share of the data. The share of hits here may be higher or lower than overall.
